# From PubChem BioAssay
# Polio RdRp inh – inhibitors of poliovirus RNA polymerase binding and polymerization; P03300; % elongation, % (compound at 16.7 µg/mL); AID 588519; 150,000 compounds, 0.66% hits; poliovirus polymerase elongation, fluorescence polarization; active compounds read low; in the data active = % elongation below about 90%; note: some results filed as inactive read as strong as hits
# Target sequence (P03300 1749-2209 limits assumed): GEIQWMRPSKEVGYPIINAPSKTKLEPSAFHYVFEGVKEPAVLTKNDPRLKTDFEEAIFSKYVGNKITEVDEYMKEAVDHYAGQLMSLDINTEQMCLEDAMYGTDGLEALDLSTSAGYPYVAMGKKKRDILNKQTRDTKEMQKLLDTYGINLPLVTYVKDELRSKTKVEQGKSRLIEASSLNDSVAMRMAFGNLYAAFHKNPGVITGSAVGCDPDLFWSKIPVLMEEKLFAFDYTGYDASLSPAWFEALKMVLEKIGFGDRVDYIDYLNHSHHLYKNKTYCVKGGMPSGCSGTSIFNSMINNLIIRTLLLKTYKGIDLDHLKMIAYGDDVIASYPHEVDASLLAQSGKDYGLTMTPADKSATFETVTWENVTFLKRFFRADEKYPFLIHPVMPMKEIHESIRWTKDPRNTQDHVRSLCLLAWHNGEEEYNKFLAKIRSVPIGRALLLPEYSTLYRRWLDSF
# Polio RdRp inh FP z-score – recorded beside Polio RdRp inh, whose call it bears; z-score; measured here: FP z-score; hits read low
# Starred values were filed as active, the others as inactive. Not all compounds are listed; count on the stated rates, not on these rows.
mol,Polio RdRp inh FP z-score,Polio RdRp inh
Cc1c(F)cccc1NC(=O)CCCCCC1NC(=O)NC1C (configuration not stated),-0.3,101
Cc1ccc(-n2c(=O)c3sccc3n(Cc3cc(=O)n4ccccc4n3)c2=O)cc1,0.4,107
Cn1cccc1/C=C1\CS/C(=C\c2cccn2C)C1=O,1,108
Cc1c(NC(=O)c2nc3ccccc3n(C)c2=O)cccc1[N+](=O)[O-],0.8,115
CCCOC(=O)c1ccc(NC(=O)Cn2nnc3sc4c(c3c2=O)CCC(C(C)(C)C)C4)cc1 (configuration not stated),0.3,109
CCOC(=O)c1c(-c2ccccc2)oc2ccc(O)c(CSCC(=O)Nc3ccccc3)c12,0.4,103
Cc1ccc2c(c1)c1c3c(nccn32)CCC1,-7,75
CCc1cccc2c(-c3ccc(F)cc3)nc(SCC(=O)Nc3ccccc3)nc12,-1.8,101
C=CC[C@@H]1/C=C(\C)C[C@H](C)C[C@H](OC)[C@H]2O[C@@](O)(C(=O)C(=O)N3CCCCC3C(=O)O[C@H](/C(C)=C/[C@@H]3CC[C@@H](O)[C@H](OC)C3)[C@H](C)[C@@H](O)CC1=O)[C@H](C)C[C@@H]2OC (some centres not stated),0.3,102
Cc1ccc(C)n1-c1ncn[nH]1,0.7,105
Cc1cc(C)n(CC(=O)NCc2ccccc2)c(=O)c1C#N,0.2,103
Cc1ccc2c(c1)c1c(c(=O)n(-c3cccc(Cl)c3)c(=O)n1CC(=O)Nc1c(C)cccc1C)n2C,0.2,106
CCn1nnnc1SCC(N)=O,1.2,106
Cc1ccc(OC(=O)c2ccccc2)c(-n2nc3ccccc3n2)c1,0.5,104
COc1ccccc1NC(=O)Cn1nnc(C(=O)Nc2ccccc2Br)c1N,0.7,113
Cn1nnnc1SCCNCc1cc(Br)ccc1OCc1ccccc1Cl,-0.2,104
O=C(CN(Cc1ccco1)C(=O)Cn1nnc(-c2cccs2)n1)NCc1ccccc1,0.7,103
COc1ccccc1-n1c(SCc2csc(NC(C)=O)n2)nnc1-c1cccs1,0.5,106
O=C(CCN1C(=O)/C(=C\c2ccco2)SC1=S)NC1CCCC1,0.5,104
CCCC1C(C#N)=C(N)OC2=C1C(=O)CCC2 (configuration not stated),0,103

# Grouped by structure: the compounds so far with a Cl atom (two)
mol,Polio RdRp inh FP z-score,Polio RdRp inh
Cc1ccc2c(c1)c1c(c(=O)n(-c3cccc(Cl)c3)c(=O)n1CC(=O)Nc1c(C)cccc1C)n2C,0.2,106
Cn1nnnc1SCCNCc1cc(Br)ccc1OCc1ccccc1Cl,-0.2,104

# Other entries.
mol,Polio RdRp inh FP z-score,Polio RdRp inh
CCc1cccc(NC(=O)NC2CC(=O)N(C3CCCC3)C2)c1 (configuration not stated),0.2,103
CC(C)NC(=O)C1CCCN(c2ncnc3c2nc2n3CCCCC2)C1 (configuration not stated),-1.2,101
COc1ccc(NC(=O)c2cnc(SCC(=O)Nc3cc(C)on3)n(C)c2=O)cc1,-1.1,100
CC(C)CC(C(=O)Nc1ccc(S(N)(=O)=O)cc1)N1C(=O)C2C3C=CC(C3)C2C1=O (configuration not stated),-0.1,101
Nc1ccc(OCc2ccccc2Cl)cc1,0.6,105
CCCCCOC(=O)CSc1nc2sc3c(c2c(=O)n1-c1ccccc1)CC(C)(CC)OC3 (configuration not stated),0.5,109
O=C(CNS(=O)(=O)c1ccccc1)Oc1ccc2ccc(=O)oc2c1,-0.2,102
COc1ccc(C2CC(=O)N(CC(=O)Nc3c(C)cc(C)cc3C)c3ccccc3S2)cc1OC (configuration not stated),0.7,103
O=C(Cc1ccccc1)N/N=C/c1ccco1,0.2,102
CCCCNC(=O)c1ccc(S(=O)(=O)N(C)C)cc1,0.1,103
Cc1c(CC(=O)NCc2ccccc2Cl)c(=O)oc2cc(O)ccc12,-1.4,100
O=C(O)CCC12CC3CC(CC(O)(C3)C1)C2,0.3,105
Nc1nonc1C(=O)OCC(=O)c1ccccc1,-0.1,104
COc1ccc(-c2noc(CSc3nnc(-c4ccncc4)n3-c3ccc(C)cc3)n2)cc1OC,0.1,107
CN(C)c1ccc(CC(=O)c2nc3ccccc3s2)cc1,-0.8,98
CC(C)CNCC1COc2ccccc2O1 (configuration not stated),0.4,103
O=C(NCc1nc2ccccc2n1Cc1ccccc1)c1cccs1,0.2,102
COc1ccc(-c2nc3sc(CCNC(=O)C(=O)Nc4c(C)cccc4C)c(C)n3n2)cc1,1.4,112
O=C(NCCc1cn2c(n1)SCC2)NC1CCCCC1,0,99
CCOC(=O)c1c(N)sc2c(OCC)c(Br)ccc12,0.3,105

# In the list so far, these have a cyano group:
mol,Polio RdRp inh FP z-score,Polio RdRp inh
Cc1cc(C)n(CC(=O)NCc2ccccc2)c(=O)c1C#N,0.2,103
CCCC1C(C#N)=C(N)OC2=C1C(=O)CCC2 (configuration not stated),0,103

# Further results:
mol,Polio RdRp inh FP z-score,Polio RdRp inh
O=C(CSC1=NCCS1)OCN1C(=O)c2ccccc2C1=O,0.9,104
CC(C)CCNC(=O)C1=CC=CN2CCS(=O)(=O)N=C12,0.3,104
Nc1csc2nc(=O)cnn12,-4.7,91
O=S(=O)(NCCOc1nnnn1-c1ccccc1)c1ccc(-n2cnnn2)cc1,0.6,103
Cc1cc(C)c(NC(=O)CSc2nc3c([nH]c4ccccc43)c(=O)n2C)c(C)c1,0.9,111
Cc1nc(-c2ccc(-c3cccs3)s2)sc1-c1ccnn1C(=O)c1cccs1,-1.2,99
COC(=O)c1ccccc1NC(=O)c1c(C)nc2ccccn12,-0.3,100
CCOc1ccc(CNCCSc2nnnn2C)cc1OC,1.1,109
O=C(O)c1ccc(N/C=C/C(=O)c2ccccc2)cc1,0.7,102
CCCOc1ccc(-c2cnc(=S)[nH]c2N)cc1,0.7,104
COc1ccc(NCc2cc3cc4c(cc3n(CC(=O)Nc3cc(C)cc(C)c3)c2=O)OCO4)cc1,-0.1,105
Cc1ccc(NC(=O)CN(C)C(=O)Cn2ncc(Cl)c(Cl)c2=O)cc1,-1.1,94
O=C(c1cccc([N+](=O)[O-])c1)N1c2ncnn2C2(CCCCC2)[C@@H]2CCCC[C@@H]21,0,103
CC(C)(c1ccccc1)c1cc(CN2CCOCC2)c(O)c(CN2CCOCC2)c1,0.6,104
Cn1cc(S(=O)(=O)c2ccccc2)c(=O)c2cc(F)c(N3CCOCC3)cc21,0.1,103
N#Cc1ccc(OCC(=O)Nc2cc(-c3ccccc3)nn2-c2ccccc2)cc1,0.9,108
COc1ccc(OC)c(NC(=O)CSc2ncc3c(n2)-c2ccccc2N(C)S3(=O)=O)c1,0.1,108
O=C1c2ccccc2C(=O)N1Cc1ccccn1,0.4,102
CCOc1cccc(NC(=O)C2CC(=O)N(C)C(=Nc3cccc(OC)c3)S2)c1 (configuration not stated),0.6,106
O=C(NCc1cccnc1)c1cn(C2CC2)c2cc(N3CCN(C(=O)c4cccc(Cl)c4)CC3)c(F)cc2c1=O,0.4,104
CC(=O)N1CCC(N(C(=O)Nc2ccc(Cl)cc2)C2CCCCC2)CC1,-0.1,100
CCC(=O)N1N=C(c2cccs2)CC1c1cccs1 (configuration not stated),0.2,103
COc1ccc(C(=O)OCC(N)=O)cc1S(=O)(=O)N1CCCc2ccccc21,0.1,102
COc1ccc(-c2n[nH]c(=S)n2CCC(=O)NC(C)c2ccccc2)cc1 (configuration not stated),0.3,105
CCOc1ccc(NC(C)=O)cc1Br,-0.5,101
COc1ccc(C(=O)Nc2nc3c(s2)CCc2cc(OC)ccc2-3)cc1,-4.7*,80*
COc1ccc(C(=O)/C=C2\NC(=O)CS2)cc1,0.3,101
O=C(CC1COc2ccccc2O1)NCc1ccccc1 (configuration not stated),0.2,102
COc1ccc(OC)c(/C=C\C(=O)NCC(=O)O)c1,-1.1,100
COc1ccccc1NC(=O)c1c(-c2ccc(C)cc2)nnc2ccccc12,0.6,110
CN(C)CCN1C(=O)C(=O)/C(=C(/O)c2ccc(S(=O)(=O)N(C)C)cc2)C1c1ccccc1 (configuration not stated),-0.2,101
COC(=O)c1ccc(NC(=O)CSc2ccc(-c3sc(-c4ccccc4)nc3C)nn2)cc1,0.3,109
O=C(COc1ccccc1)NC1=NCCS1,-0.4,101
Cc1nn(C(=O)c2cc3sc(Br)cc3[nH]2)c(C)c1C,1.8,106
CC12CC3(C)CC(C)(C1)CC(C(=O)O)(C2)C3,0.1,103
C/C(=N\Nc1nc2sc3c(c2c2ncnn12)CC(C)(C)OC3)C(=O)O,0.5,103
O=C(NCCC1=CCCCC1)c1ccc2snnc2c1,0,103
O=C(Cn1cnc2c(nc3n2CCCCC3)c1=O)Nc1cccc(C(F)(F)F)c1,1.3,112
CCOc1ccccc1N=C1NC(=O)CS1,2.1,111
C=CCN1C(=O)C(CC(=O)Nc2ccc(Cl)cc2)SC1=Nc1ccc(O)cc1 (configuration not stated),0.3,103
CN(C)c1ccc(/C=N/N=C/c2ccc(N(C)C)cc2)cc1,-0.3,99
CSC(=S)N(c1ccccc1)c1ccccc1,0.4,102
CCOC(=O)/C(=N\Nc1ccccc1C(F)(F)F)N1CCOCC1,0.1,102
COc1ccc(S(=O)(=O)Nc2cccc(-c3ccc(N4CCCCCC4)nn3)c2)cc1OC,-0.8,102
Oc1cccc(N=Cc2sc(=S)n(C3CCCCC3)c2O)c1,-0.9,99
Cc1noc(C)c1S(=O)(=O)NCc1ccc2c(c1)OCO2,0.3,106
CCCNS(=O)(=O)c1ccc(NC(=O)C2CC(=O)N(c3ccc(OCC)cc3)C2)cc1 (configuration not stated),0.2,102
CCC(Cc1ccccc1)NC(=O)C1CCCN(c2nnc(-n3cccc3)s2)C1 (configuration not stated),-0.4,101
CC(C)(C)C(=O)NC(=S)N1CCc2ccccc21,0.4,102
N#Cc1nccnc1Oc1cccc(C(F)(F)F)c1,-0.4,101
CC1CCN(C(=O)Cn2nnc3ccccc3c2=O)CC1,0.8,103
COc1cccc(-c2ccc3c(N)c(C(=O)Nc4cc(F)ccc4F)sc3n2)c1,0.2,104
CCc1cccc(NC(=O)c2cc(S(=O)(=O)N3CCCCCC3)cn2C)c1,-0.5,104
O=C(Cn1nc(-c2ccccc2)oc1=O)OCC(=O)c1ccccc1,0,102
CC(=O)NS(=O)(=O)c1ccccc1,-0.4,100
Cc1ccc(N2C(N)=C(C(N)=O)C(c3ccc(Cl)cc3)C3=C2CC(C)(C)CC3)cc1 (configuration not stated),1.2,113
CCOC(=O)c1ccc(N2C(=O)c3[nH]nc(-c4ccc(C)cc4)c3C2c2ccc(O)cc2)cc1 (configuration not stated),0.7,110
Cc1oc(-c2cccc(Br)c2)nc1CSc1nc2ncccc2[nH]1,0.2,111
Cn1nnnc1SCC(=O)N=C1NC(=O)CS1,0,102
COc1ccc(CN2C(=O)C(NC(=O)c3ccccc3OC)(C(F)(F)F)N=C2c2ccccc2)cc1 (configuration not stated),0.5,107

# In a second layout: results already given
Structure: COc1ccc(S(=O)(=O)Nc2cccc(-c3ccc(N4CCCCCC4)nn3)c2)cc1OC
  Polio RdRp inh FP z-score = -0.8 | Polio RdRp inh = 102
Structure: CC(=O)NS(=O)(=O)c1ccccc1
  Polio RdRp inh FP z-score = -0.4 | Polio RdRp inh = 100
Structure: Nc1ccc(OCc2ccccc2Cl)cc1
  Polio RdRp inh FP z-score = 0.6 | Polio RdRp inh = 105
Structure: COc1ccc(NC(=O)c2cnc(SCC(=O)Nc3cc(C)on3)n(C)c2=O)cc1
  Polio RdRp inh FP z-score = -1.1 | Polio RdRp inh = 100

# Other compounds
mol,Polio RdRp inh FP z-score,Polio RdRp inh
O=S(=O)(c1ccc(Nc2ccc(F)cc2)nc1)N1CCCC1,0.1,103
CCNC(=O)C1CCCN(c2ncnc3onc(C)c23)C1 (configuration not stated),0.4,110
COc1cccc(NC(=O)c2oc3ccccc3c2NC(=O)c2ccc(C(F)(F)F)cc2)c1,-0.9,101
CCc1nn(-c2ccccc2)c2nc(-c3cccc(OC)c3)c3cc(OC)c(OC)cc3c12,-0.4,102
O=C(CSc1nnc(-c2ccc(S(=O)(=O)N3CCOCC3)cc2)o1)c1c[nH]c2ccccc12,-0.2,101
COC(CN=CC1=C(O)CC(C)(C)CC1=O)OC,0.2,103
COc1ccc(C2C(C(=O)NCc3cccnc3)CCC(=O)N2c2cc(OC)c(OC)c(OC)c2)cc1 (configuration not stated),0.2,101
COC(=O)c1ccc(NC(=O)c2c(-c3ccccc3)c(-c3ccccc3)nn(C)c2=O)cc1,0.6,108
CC(C)(C)OC(=O)N1CCOCCN(C(=O)OC(C)(C)C)CCOCC1,-0.2,99
Cc1c(Cl)cccc1NC(=O)Nc1ccc2snnc2c1,1.1,113
Cc1ccc(CNC(=O)CCc2c(C)nc3c4c(C)cc(C)nc4nn3c2C)cc1,-0.2,105
c1ccc2c(c1)NC(CN1CCOCC1)CO2 (configuration not stated),-0.1,103
O=C(NC(=S)NCc1cccs1)c1cccs1,-0.9,97
Cc1ccc(NC(=O)c2nc(S(C)(=O)=O)ncc2N(Cc2ccc(C(C)(C)C)cc2)Cc2ccco2)cc1C,0.4,108
Cc1ccc(NC(=O)CC2SC(=NC3CCCC3)NC2=O)cc1Cl (configuration not stated),-0.6,98
CN(Cc1ccccc1)S(=O)(=O)c1cc2c3c(c1)CCN3C(=O)CC2,0.5,104
CCCn1cnc2cc(NCc3ccccc3O)ccc21,-0.3,101
